LYPLA2 counter – LYPLA2 inhibitors, primary screen, counter-screen for PME1 inhibitor project, biochemical, fluorescence polarization, FP-Rh probe ABPP; Acyl-protein thioesterase 2 (Homo sapiens), O95372; recombinant LYPLA2; inhibition, % at 5.9 µM; 0.38% of 320,000 active; AID 2177, 2009;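 active = inhibition above the screen-wide mean plus 3 SD, limit set per campaign, cut at about 26% in these data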;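 note: 0% = LYPLA2 with DMSO and 100% = wells lacking LYPLA2 enzyme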
Target sequence (O95372 whole entry, looked up): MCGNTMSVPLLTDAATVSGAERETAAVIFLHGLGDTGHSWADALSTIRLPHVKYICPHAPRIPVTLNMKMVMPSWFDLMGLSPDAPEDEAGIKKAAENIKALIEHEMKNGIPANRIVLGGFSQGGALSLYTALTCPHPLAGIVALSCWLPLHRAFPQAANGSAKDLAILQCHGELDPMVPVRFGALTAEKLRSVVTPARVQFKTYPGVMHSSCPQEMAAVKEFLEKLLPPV
GASC-1 inh – inhibitors of GASC-1 histone demethylase, primary screen, biochemical, fluorescence, DELFIA europium. GST-JMJD2C(1-420) H3K9me3 demethylation. inhibition, % at 2.35 µM. 0.069% of 330,000 active;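 active = more than half of a compound's replicate wells show inhibition beyond 50%, single wells judged on their own value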;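 note: signal counts dimethyl H3K9 product captured on neutravidin plate; 0% = median of DMSO wells and 100% = 0.3 times that DMSO median; strong numbers were not always called active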
TPT1 inh – Candida albicans TPT1 enzyme inhibitors, primary screen, biochemical, fluorescence polarization; inhibition, % at 5 µM; AID 1962, 2009; tRNA 2'-phosphotransferase TPT1 (Candida albicans SC5314); 0.81% of 300,000 active; recombinant caTPT1, FP RNA substrate dephosphorylation;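 active = inhibition above the mean of all tested compounds plus 3 SD, set per screening campaign, cut at about 24% in these data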;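 note: plate controls were DMSO alone for no effect and ferristatin control at 100 nM for full effect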
HCV core dimer – inhibitors of HCV core protein dimerization, primary screen, biochemical, TR-FRET, high-throughput. 0.33% of 300,000 active. AID 1899, 2009. TR-FRET GST/Flag-core106 dimerization, 1536-well. inhibition, % at 5 µM;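 active = inhibition above the mean of all tested compounds plus 3 SD, set per screening campaign, cut at about 45% in these data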
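System: GST-tagged and Flag-tagged HCV core protein residues 1-106 / Input: core106 proteins, GST 13.5 nM and Flag 17 nM / Buffer or medium: KF-containing HEPES buffer, pH 7.45, DTT, CHAPS, BSA / Probe or stimulus: Eu-anti-GST and XL665-anti-Flag labelled anti-tag antibodies / Schedule: 4 h, 22.5 °C incubation / Technique: TR-FRET 671 and 617 nm emission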
PP5 inh – PP5 phosphatase inhibitors, primary screen, biochemical, fluorescence; Serine/threonine-protein phosphatase 5 (Homo sapiens), P53041; purified PP5c, OMFP substrate fluorescence; inhibition, % at 6.7 µM; 0.18% of 320,000 active;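 active = inhibition above the campaign's mean inhibition across all tested compounds plus 3 SD, cut at about 9.5% in these data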;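 note: 0% = DMSO only and 100% = 100 µM cantharidin control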
Target sequence (P53041 whole entry, looked up): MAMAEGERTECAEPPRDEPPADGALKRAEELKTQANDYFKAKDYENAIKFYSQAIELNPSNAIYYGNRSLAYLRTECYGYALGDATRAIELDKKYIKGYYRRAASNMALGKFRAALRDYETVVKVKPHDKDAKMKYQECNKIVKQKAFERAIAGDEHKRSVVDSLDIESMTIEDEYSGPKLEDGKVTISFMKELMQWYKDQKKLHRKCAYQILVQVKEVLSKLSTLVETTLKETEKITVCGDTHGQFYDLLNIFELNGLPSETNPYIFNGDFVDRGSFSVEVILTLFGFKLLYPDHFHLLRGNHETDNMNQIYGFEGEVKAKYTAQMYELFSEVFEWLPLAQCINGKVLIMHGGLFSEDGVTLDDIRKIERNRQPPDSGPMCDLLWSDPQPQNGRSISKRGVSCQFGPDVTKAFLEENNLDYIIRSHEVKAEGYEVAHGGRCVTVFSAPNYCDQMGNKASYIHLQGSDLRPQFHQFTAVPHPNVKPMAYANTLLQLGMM
PP1 inh – PP1-alpha phosphatase inhibitors, primary screen, counter-screen for PP5 inhibitor project, biochemical, fluorescence, OMFP substrate, single point | purified PP1alpha | 0.9% of 320,000 active | inhibition, % at 6.7 µM | Serine/threonine-protein phosphatase PP1-alpha catalytic subunit (Homo sapiens), P62136;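 active = inhibition above the mean inhibition of all tested compounds plus 3 SD, computed separately for each screening campaign, cut at about 15% in these data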
Target sequence (P62136 whole entry, looked up): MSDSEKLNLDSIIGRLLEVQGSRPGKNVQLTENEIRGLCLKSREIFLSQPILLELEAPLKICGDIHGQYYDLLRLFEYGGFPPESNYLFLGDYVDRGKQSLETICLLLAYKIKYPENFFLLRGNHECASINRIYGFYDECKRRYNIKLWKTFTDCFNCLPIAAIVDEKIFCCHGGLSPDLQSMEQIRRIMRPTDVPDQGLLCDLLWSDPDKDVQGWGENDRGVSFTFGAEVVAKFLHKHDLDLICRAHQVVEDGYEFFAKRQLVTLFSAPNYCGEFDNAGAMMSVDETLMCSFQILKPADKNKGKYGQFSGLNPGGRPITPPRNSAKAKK
Fh CTSL1 inh – Fasciola hepatica cathepsin L1 inhibitors, primary screen, counter-screen for PFM18AAP inhibitor project, biochemical, QFRET, fluorogenic peptide substrate; recombinant F. hepatica cathepsin L1, Z-Leu-Arg-MCA fluorescence; 0.49% of 300,000 active; inhibition, % at 5.96 µM; AID 1906, 2009;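 active = inhibition above the mean of all tested compounds plus 3 SD, set per screening campaign, cut at about 17% in these data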;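 note: 0% = plate median of test compound wells and 100% = 1 µM Z-Phe-Ala-diazomethylketone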
PREPL inh – PREPL enzyme inhibitors, primary screen, biochemical, fluorescence polarization | 0.68% of 320,000 active | recombinant PREPL, fluorescence polarization activity-based probe | inhibition, % at 5.96 µM | AID 2751, 2010 | Prolyl endopeptidase-like (Homo sapiens), Q4J6C6; in the data active = inhibition above about 43%;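 note: 0% = enzyme with DMSO and 100% = wells lacking enzyme; many of its hits are not listed in these tables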
Efflux pump inh – inhibitors of Candida efflux pumps in yeast, primary screen, S. cerevisiae, Nile Red, multiplex; AID 485275, 2010; S. cerevisiae Candida pump triplex; inhibition, % at 10 µM; 0.44% of 330,000 active;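 active = plate passing quality check with inhibition over a set limit, or well fluorescence over plate mean plus 4 SD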;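 note: Nile Red retained in pooled yeast measured as flow cytometry median fluorescence; 0% = buffer negative control and 100% = Enniatin B positive control; higher means more Nile Red kept so more efflux inhibition; some compounds called inactive have numbers as strong as hits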
Numbers without * were called inactive; i = inactive; x = not tested or not shown; & = joins results of further samples.

nr	mol	HCV core dimer	LYPLA2 counter	PP5 inh	Fh CTSL1 inh	PP1 inh	GASC-1 inh	TPT1 inh	PREPL inh	Efflux pump inh
1	COCCNC(=O)Cn1cnc([N+](=O)[O-])n1	-3.2	2.1	0.5	-3.3	2.6	-2.5	0.8	6.7	0.0
2	Cc1cc(SCC(=O)N(C)CC(=O)Nc2ccc(F)cc2)nc2ccccc12	4.7	6.5	2.1	2.9	-0.7	-4.3	2.8	-5.6	0.0
3	CCCS(=O)(=O)N1CCN(C(=O)c2cccnc2)CC1	-4.9	1.8	1.2	-1.2	-3.1	-0.9	-2.3	5.0	-0.1
4	CCOCCCNC(=O)C1CCCN(S(=O)(=O)c2ccc(-n3cnnn3)cc2)C1 (stereo not given)	-4.3	-7.4	-1.6	-1.4	-1.2	11.1	0.4	2.0	0.0
5	O=C(c1ccc2c(c1)OCO2)N1CCCc2ccccc21	-4.6	-3.4	0.6	-0.3	-3.7	-5.4	2.8	1.8	0.0
6	Clc1ccc(-n2ncc3c(NCCN4CCOCC4)ncnc32)cc1	1.6	-0.3	5.3	-2.4	-1.1	3.5&8.7	-0.2	4.1	0.0
7	COc1cccc(-n2c(SCC(=O)Nc3cc(C)on3)nc3ccccc3c2=O)c1	9.2	-0.4	2.1	-1.9	-1.0	-38.8	3.4	2.8	-0.1
8	CCC(Sc1nc2ccsc2c(=O)n1-c1ccc(Cl)c(C)c1)C(=O)NCc1ccco1 (stereo not given)	10.0	0.6	2.1	5.2	3.8	14.9	-2.8	-0.1	-1.7
9	CC(C)Sc1nnc(-c2c[nH]c3ccccc23)n1C	3.0	-0.2	2.4	1.5	2.1	6.1	2.5	-3.2	0.0
10	COc1cccc(-c2csc(NC(=O)Nc3ccccc3)n2)c1	-5.8	-35.9	3.2	4.2	1.7	-10.7	-2.6	30.9	-0.1
11	COc1ccc(-c2cc(C(=O)Nc3cccc(C(C)=O)c3)no2)cc1	4.7	3.0	2.5	-3.2	-1.1	-2.5	1.8	17.6	0.3
12	COc1ccc(C)cc1S(=O)(=O)n1ccnc1C	-4.0	-3.2	0.2	-1.9	-0.6	-38.7	-3.2	-11.6	-0.2

The listing continues:
nr	mol	HCV core dimer	LYPLA2 counter	PP5 inh	Fh CTSL1 inh	PP1 inh	GASC-1 inh	TPT1 inh	PREPL inh	Efflux pump inh
13	O=C(Nc1ccccc1C(=O)OCc1nnc(-c2ccccc2)o1)c1ccco1	8.2	4.9	1.9	-9.1	-1.9	-4.9	-5.2	11.4	-0.1
14	CCc1ccc(CNC(=O)C(=O)NCC2CCCO2)cc1 (stereo not given)	-4.1	-2.1	1.0	0.1	-3.2	-2.9	-1.7	6.0	-0.1
15	CC1CCCN(CCCNS(=O)(=O)c2ccc3c(c2)CCN3C(=O)C2CC2)C1 (stereo not given)	-0.9	1.5	-2.3	1.5	-4.0	2.7	-1.3	-3.0	1.4*
16	O=C(NCc1ccncc1)C(=O)NCC(c1ccco1)N1CCN(c2ccccc2)CC1 (stereo not given)	-1.9	7.2	1.7	-0.4	3.0	6.1	1.3	-8.5	0.1
17	CCOc1ccc(N(CC(=O)Nc2ccccc2Cl)S(C)(=O)=O)cc1	-8.6	2.9	0.8	-0.2	2.8	-24.8	-2.3	-5.0	-0.2
18	CC1(C)Cc2c(sc3ncn4nc(-c5ccco5)nc4c23)CO1	0.4	-2.5	-0.8	-1.2	-1.7	8.9	-1.9	-6.0	-0.1
19	COCCCN(C(=S)Nc1cc(Cl)cc(Cl)c1)C(C)c1ccncc1 (stereo not given)	-1.8	-2.2	0.9	7.4	1.9	2.5	-1.8	-0.3	1.5
20	O=C1CSc2ccc(C(=O)O)cc2N1	-1.5	-2.2	1.2	0.9	-1.5	-3.1	-5.2	6.7	-0.3
21	O=C(c1ccccc1)c1cc(F)c(N2CCOCC2)cc1Cl	8.6	5.1	2.8	-0.1	0.7	-6.5	-0.7	12.1	0.0
22	CSCC[C@H](NC(=O)CC(C)(C)C)c1nc2ccccc2[nH]1	-6.6	1.4	0.7	-3.7	1.2	2.4	-3.5	0.3	-0.1
23	COc1ccc(/C=C/C2=NNC(=O)CC2)cc1	1.3	2.2	2.2	8.5	-1.1	-0.3	-0.2	-4.5	0.6
24	COc1ccc(OC)c(-n2nnnc2SCC(=O)Nc2ccccc2N2CCOCC2)c1	11.6	4.3	1.6	-1.9	-2.4	-8.3	-3.5	5.6	0.1

Five neighbouring compounds already listed, quoted:
nr	mol	HCV core dimer	LYPLA2 counter	PP5 inh	Fh CTSL1 inh	PP1 inh	GASC-1 inh	TPT1 inh	PREPL inh	Efflux pump inh
20	O=C1CSc2ccc(C(=O)O)cc2N1	-1.5	-2.2	1.2	0.9	-1.5	-3.1	-5.2	6.7	-0.3
21	O=C(c1ccccc1)c1cc(F)c(N2CCOCC2)cc1Cl	8.6	5.1	2.8	-0.1	0.7	-6.5	-0.7	12.1	0.0
22	CSCC[C@H](NC(=O)CC(C)(C)C)c1nc2ccccc2[nH]1	-6.6	1.4	0.7	-3.7	1.2	2.4	-3.5	0.3	-0.1
23	COc1ccc(/C=C/C2=NNC(=O)CC2)cc1	1.3	2.2	2.2	8.5	-1.1	-0.3	-0.2	-4.5	0.6
24	COc1ccc(OC)c(-n2nnnc2SCC(=O)Nc2ccccc2N2CCOCC2)c1	11.6	4.3	1.6	-1.9	-2.4	-8.3	-3.5	5.6	0.1

Next section:
nr	mol	HCV core dimer	LYPLA2 counter	PP5 inh	Fh CTSL1 inh	PP1 inh	GASC-1 inh	TPT1 inh	PREPL inh	Efflux pump inh
25	CCOC(=O)c1sc(N)c(C#N)c1CSc1nc2ccc(C)cc2[nH]1	4.2	-1.5	3.0	-1.4	2.9	-6.0	10.9	-4.2	0.2
26	COc1ccc(C/C(N)=N/n2cnnc2)cc1	1.7	-2.1	2.0	-3.6	-0.8	i	-3.0	1.3	0.0
27	O=C(C1=NN[C@@H]2C(=O)N(c3cccc(C(F)(F)F)c3)C(=O)[C@H]12)c1cnccn1	8.2	1.3	4.0	4.2	1.5	-13.5	4.3	4.1	0.0
28	CC(=O)c1ccc(S(=O)(=O)N2CCN(c3ccccc3F)CC2)cc1	-6.6	8.2	3.0	-2.4	-0.3	10.5	0.0	-56.7	-0.1
29	CC1CN(CCC(=O)Nc2ccc3c(c2)CCC3)CC(C)O1 (stereo not given)	3.5	-2.7	1.6	-0.9	-1.7	5.2	-0.7	2.2	0.0
30	CCOC(=O)CN1CCC(c2cc(-c3ccc(Cl)cc3)n[nH]2)CC1	-5.1	-4.8	-5.4	-1.7	1.5	-9.3	2.5	18.7	0.3
31	Cn1c(=O)c2c(ncn2CC(=O)N/N=C/C(Cl)=C/c2ccccc2)n(C)c1=O	-7.7	32.4*	2.6	0.4	-3.9	21.5	-3.5	11.0	-0.2
32	COc1ccc(-c2nc3c(c(SCC(=O)Nc4cccc(O)c4)n2)Cc2c(CO)cnc(C)c2O3)cc1	70.6*	-42.7	4.5	2.9	8.6	-2.7	-1.1	-26.5	0.5
33	CCOc1ccc(N2C(=O)CC(C(C)c3ccccc3)C2=O)cc1 (stereo not given)	1.5	3.5	3.7	-0.9	4.9	0.5	-2.0	-1.7	0.0
34	Cc1nn(CC(=O)Nc2sc3c(c2C#N)CCC(C(C)(C)C)C3)c(C)c1[N+](=O)[O-] (stereo not given)	-0.7	0.7	1.6	1.5	3.5	4.7	-1.4	0.3	0.3
35	C=CCn1c(=S)[nH]c2ccccc2c1=O	-1.0	-1.2	-1.1	-3.9	0.5	x	-0.8	1.8	-0.1
36	Cc1ccc(NC(=O)COC(=O)C2CC2)c(Br)c1	-5.0	2.4	-8.5	5.0	-8.1	-3.7	-6.9	13.9	-0.2

Whole records from above.
Shown for `Cn1c(=O)c2c(ncn2CC(=O)N/N=C/C(Cl)=C/c2ccccc2)n(C)c1=O` = HCV core dimer: -7.7; LYPLA2 counter: 32.4*; PP5 inh: 2.6; Fh CTSL1 inh: 0.4; PP1 inh: -3.9; GASC-1 inh: 21.5; TPT1 inh: -3.5; PREPL inh: 11.0; Efflux pump inh: -0.2
Shown for `Cc1ccc(NC(=O)COC(=O)C2CC2)c(Br)c1` = HCV core dimer: -5.0; LYPLA2 counter: 2.4; PP5 inh: -8.5; Fh CTSL1 inh: 5.0; PP1 inh: -8.1; GASC-1 inh: -3.7; TPT1 inh: -6.9; PREPL inh: 13.9; Efflux pump inh: -0.2

Continuation:
nr	mol	HCV core dimer	LYPLA2 counter	PP5 inh	Fh CTSL1 inh	PP1 inh	GASC-1 inh	TPT1 inh	PREPL inh	Efflux pump inh
37	CCn1cc(C(=O)N2CC(C)CC(C)C2)c(=O)c2cc(S(=O)(=O)N(C)C)ccc21 (stereo not given)	-5.3	-9.3	-4.0	4.4	-5.5	0.4	3.7	-6.3	0.1
38	O=C(NCc1ccc2c(c1)OCO2)c1cc(-c2ccccc2Cl)on1	6.8	-5.8	2.2	-0.1	2.5	-2.4	-4.0	13.6	0.1
39	O=C(O)COc1ccc(/C=N/NC(=O)C(O)(c2ccccc2)c2ccccc2)cc1	5.2	6.2	0.8	-5.5	-1.4	-1.0	-2.7	2.6	0.1
40	CC1(C)CC(=O)C2=C(C1)OC(N)=C(C#N)C2c1ccoc1 (stereo not given)	-1.0	4.0	-1.4	-2.6	-5.9	-6.5	-2.3	3.5	-0.1
41	CCOC(=O)C1(CCCc2ccccc2)CCN(C(=O)c2ocnc2C)CC1	0.9	-2.8	0.4	5.5	-4.6	-22.2	-7.2	13.9	-0.1
42	O=C(CCc1nnc2ccc(NCc3ccc(F)cc3)nn12)NC1CCCC1	-6.9	-0.4	-0.7	-3.6	0.1	-3.0	-1.1	8.6	-0.1
43	CN1CCN(C2=Cc3ccccc3Sc3cc(F)c(F)cc32)CC1	0.8	1.9	4.9	-0.5	1.6	-6.1	-1.2	5.5	-0.3
44	O=C(c1cccc(S(=O)(=O)Nc2ccc(F)cc2)c1)N1CCCC1	x	6.5	3.4	x	-1.9	-11.0	x	2.5	0.1
45	COc1ccc(OC)c(NC(=O)CNC(=O)Cn2ccc3ccccc3c2=O)c1	2.2	10.0	-2.1	0.7	-2.8	11.7	1.8	0.2	-0.1
46	Cc1ccc(NC(=O)CCc2c(C)nn(-c3ccc(N4CCCCC4)nn3)c2C)cc1C	-11.4	0.0	3.0	3.7	-0.9	23.3	-3.2	9.2	0.0
47	CSc1cccc(NC(=O)C2C3C=CC4(O3)C2C(=O)N(CCN2CCOCC2)C4C(=O)NC2CCCCC2)c1 (stereo not given)	9.8	3.3	0.6	2.7	-0.9	0.9	-5.5	4.9	-0.2

High-throughput results (PubChem BioAssay)

An excerpt; the hit share may differ from the screen's.
